# NSD2 inh = NSD2 (human) methyltransferase inhibition. O96028. NSD2 peptide methylation, AlphaScreen, 120 min. inhibition, % at 12.5 µM. hit rate 0.54% among 310,000. AID 743445; in the data active = inhibition above about 50%
# dFosB activator = mouse delta FosB homodimer activation; P13346; purified delta FosB, TAMRA-CDK5 oligo fluorescence polarization; percent of positive-control signal above neutral wells; activation, % at 25 µM; hit rate 0.99% among 340,000; AID 493131;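 active = mean activation above about 17%, with every replicate also reaching it, limit read from the data, passing the limit was not always enough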;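 note: fluorescence polarization rise as delta FosB binds a TAMRA Cdk5 AP-1 oligo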
# Wnt act = activates Wnt/beta-catenin signaling in a reporter cell assay | activator, plate reader | activation, % at 9.35 µM | hit rate 1.2% among 300,000 | AID 743398; in the data active = activation above about 30%, passing the limit was not always enough;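 note: 0% = neutral control wells and 100% = positive control wells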
# PvdQ inh = blocks Pseudomonas aeruginosa PvdQ acylase activity; purified PvdQ acylase, fluorescence plate reader; inhibition, % at 10 µM; hit rate 0.063% among 340,000; AID 488965; in the data active = inhibition above about 30%, passing the limit was not always enough;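 note: 0% = vehicle neutral wells and 100% = reference inhibitor wells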
# CDK5 p35 inh = CDK5/p35 (human) kinase inhibition; AID 488839; Q00535+Q15078; inhibition, % at 10 µM; hit rate 0.01% among 330,000; Recombinant CDK5/p35, ADP-Glo luminescence, 60 min;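 active = highest replicate inhibition of at least 50% and at least 75% of replicates reaching 50%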;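 note: plate controls were DMSO neutral control for no effect and GW8510 at 10 µM for full effect; many of its hits are not listed in these tables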
# V-ATPase pH = regulators of yeast V-ATPase proton transport; S. cerevisiae, pHLuorin cytosolic pH fluorescence; response, % at 10 µM; hit rate 0.37% among 350,000; AID 504577; in the data active = response mostly above about 7.3%, no sharp cut-off; inactive = mostly below about 5.4%; note: actives read high; inactives centre near 0; some compounds called inactive have numbers as strong as hits; reference of the scale not given here
# MITF act = activators of MITF-driven TRPM1 promoter activity in SK-MEL-5 cells; activation, % at 12.5 µM; SK-MEL-5 TRPM1-promoter luciferase, 24 h; % of positive control, neutral wells = 0; hit rate 0.75% among 300,000;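 active = mean activation of at least 80% with every replicate also reaching 80%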;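 note: 0% = neutral control wells and 100% = parthenolide positive control wells; values of inactives mirror those of a sister screen read the other way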
# SR-BI HDL uptake = inhibitors of mouse SR-BI mediated HDL lipid uptake. ldlA[mSR-BI] CHO cells, DiI-HDL uptake fluorescence, 3 h. inhibition, % at 12.5 µM. Q61009. hit rate 0.96% among 320,000. AID 488896;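 active = mean replicate inhibition of at least 70% and a set share of replicates each scoring 70 or more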;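 note: 0% = median of neutral control wells and 100% = median of positive control wells; values of inactives mirror those of a sister screen read the other way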
# Target sequence (Q61009 whole entry, looked up): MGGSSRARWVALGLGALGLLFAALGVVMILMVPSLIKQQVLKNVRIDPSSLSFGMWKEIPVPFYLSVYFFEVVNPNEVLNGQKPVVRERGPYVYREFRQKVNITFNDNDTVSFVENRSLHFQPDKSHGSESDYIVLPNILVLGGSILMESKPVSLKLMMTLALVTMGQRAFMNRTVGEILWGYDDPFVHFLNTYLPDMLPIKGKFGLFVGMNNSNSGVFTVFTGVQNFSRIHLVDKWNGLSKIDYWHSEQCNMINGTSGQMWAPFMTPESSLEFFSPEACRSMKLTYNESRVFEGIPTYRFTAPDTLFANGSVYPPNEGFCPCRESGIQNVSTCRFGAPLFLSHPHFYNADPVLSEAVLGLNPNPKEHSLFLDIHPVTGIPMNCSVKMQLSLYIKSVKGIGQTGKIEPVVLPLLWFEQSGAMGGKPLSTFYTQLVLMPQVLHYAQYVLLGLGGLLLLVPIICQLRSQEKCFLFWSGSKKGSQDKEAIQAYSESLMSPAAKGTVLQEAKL
# HTR5A ag = counter-screen for OPRM1-OPRD1 agonists: human HTR5A agonism. P47898. HTR5A agonist assay, luminescence, cell-based. activation, % at 9.3 µM. hit rate 0.61% among 340,000; in the data active = activation mostly above about 9.5%, no sharp cut-off; inactive = mostly below about 7.6%;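 note: 0% = cells with vehicle only and 100% = reference agonist; strong numbers were not always called active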
# Target sequence (P47898 whole entry, looked up): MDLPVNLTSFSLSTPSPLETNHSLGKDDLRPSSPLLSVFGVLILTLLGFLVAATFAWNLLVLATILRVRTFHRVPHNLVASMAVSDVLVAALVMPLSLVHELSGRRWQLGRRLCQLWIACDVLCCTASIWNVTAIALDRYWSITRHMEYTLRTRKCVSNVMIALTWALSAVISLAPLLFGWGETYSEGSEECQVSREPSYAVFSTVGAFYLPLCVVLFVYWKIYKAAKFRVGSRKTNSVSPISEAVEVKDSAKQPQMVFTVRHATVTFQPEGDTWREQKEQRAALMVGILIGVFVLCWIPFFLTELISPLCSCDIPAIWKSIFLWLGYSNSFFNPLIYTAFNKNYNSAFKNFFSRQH
# HTR5A inv ctr = inverse agonist of human HTR5A in OPRM1-OPRD1 counter-screen; HTR5A cell line, luminescence, inverse agonism; hit rate 0.083% among 340,000; inhibition, % at 9.3 µM; AID 504634; in the data active = inhibition mostly above about 23%, no sharp cut-off; inactive = mostly below about 18%;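 note: 0% = cells with DMSO and 100% = no-cell wells with DMSO; some compounds called inactive have numbers as strong as hits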
# Starred values were filed as active, the others as inactive; · = not tested or not shown.
SMILES,NSD2 inh,dFosB activator,Wnt act,PvdQ inh,CDK5 p35 inh,V-ATPase pH,MITF act,SR-BI HDL uptake,HTR5A ag,HTR5A inv ctr
CS(=O)(=O)C1=NSC2=NC(=O)/C(=C\c3cccn3-c3ccccc3Cl)C(=N)N21,30,-65,9,-18,-3.4,5,20,1,1,-17
COc1ccc(OCCOCCN2CCN(C)CC2)cc1,0,1,2,-10,-0.6,2,·,-4,-3,12
O=C(COc1ccc(Cl)cc1)Nc1ccc(CN2CCOCC2)cc1,-3,-10,-5,0,0.5,-3,10,20,4,-11
Cc1ccc(C(CC(=O)NCc2ccco2)c2ccccc2)c(O)c1 (centres undefined),10,-7,-3,-17,-4.2,-1,-13,-2,4,13
O=C(C1CCC(CNc2nc(=S)[nH]c3ccccc23)CC1)N1CCN(c2ccc(F)cc2)CC1 (centres undefined),9,37*,-3,-1,2.1,-3,-14,3,1,19
CC(OC(=O)c1ccccc1N1C(=O)C2C3CCC(C3)C2C1=O)C(=O)c1ccccc1 (centres undefined),-3,1,·,7,0.4,1,11,5,-1,4
Cn1c(SCC(=O)NCc2ccco2)nnc1-c1ccccc1,1,-6,·,-16,0.2,-3,-1,-11,2,14
CCSc1ncc(Cl)c(C(=O)Nc2ccccc2Cl)n1,-5,6,0,-8,-2.6,2,2,8,-3,9
CCCCn1c(O)c(/C=C2\C=Nc3ccccc32)c(=O)[nH]c1=O,9,-36,2,2,1.3,3,2,-4,-2,8
O=C1CCCC2=C1C(c1cccs1)n1nc(SCc3ccccc3)nc1N2 (centres undefined),0,1,·,-3,1.0,-1,-9,0,2,-4
Cc1cc(C)c(S(=O)(=O)c2ccccc2)c(OC(=O)c2c(Cl)cc(Cl)cc2Cl)n1,·,-7,5,-6,-0.3,-3,0,0,6,-37
COc1ccc(OC)c(S(=O)(=O)Nc2cc3c4c(c2)CC(=O)N4CCC3)c1,0,-1,-2,-3,0.8,3,-8,-14,7,-18
CCOc1cc(/C=N/n2cnnc2)c(Br)cc1O,-1,4,2,-11,-3.3,4,7,-6,7,-19
COc1ccc(C(C)C)cc1S(=O)(=O)n1ccnc1C,2,4,·,-2,-1.2,-1,-9,·,-2,6
O=C(CCC(=O)N1CCN(Cc2ccc(F)cc2)CC1)Nc1nnc(C(F)(F)F)s1,2,-6,-2,7,-1.1,-8,4,-7,1,21
CN(C)C(CNC(=O)CCC(=O)c1ccc(Br)cc1)c1ccccc1 (centres undefined),1,0,1,-15,-1.0,5,0,-14,4,-13
CSCCC(NC(N)=O)C(=O)NCc1cccc(Cl)c1 (centres undefined),7,7,0,-5,0.4,5,·,-10,-2,-4
CN1C(=O)/C(=C/c2ccco2)SC1=Nc1ccc(N2CCOCC2)cc1,3,2,2,8,-1.6,3,5,9,4,1
COc1ccc(/C=N/N(C)C2=NCCN2)c(OC)c1OC,-1,5,-2,1,1.4,0,·,-18,1,-3
COc1ccc(NC(=O)c2cccc3c2C(=O)c2ccc(-c4cnc(OC)nc4)cc2S3(=O)=O)cc1,·,4,-2,8,-1.3,-3,-6,-25,2,-19
COC(=O)c1ccc2c(c1)N(C)CCS2,·,-1,1,-18,0.6,-2,5,3,-2,4
O=C(O)CCCCCn1c(SCc2cc(=O)n3cc(Cl)ccc3n2)nc2ccsc2c1=O,-1,0,·,-3,-0.5,5,6,-12,3,-11
C[C@H](CO)N1C[C@H](C)[C@@H](CN(C)S(=O)(=O)c2ccccc2)Oc2ccc(NC(=O)CCC(F)(F)F)cc2C1=O,·,-2,-3,-6,0.7,0,4,15,-1,6
CSc1c(CC(=O)NCCCO)n(Cc2ccccc2)c2ccccc12,1,-1,-1,-2,-0.3,9,0,0,4,-12
CCn1ncc(C2=NOC(C(=O)NCc3ccc(Cl)cc3)C2)c1C (centres undefined),1,-11,·,-5,6.4,-3,-37,9,10,-37
# Continuation:
SMILES,NSD2 inh,dFosB activator,Wnt act,PvdQ inh,CDK5 p35 inh,V-ATPase pH,MITF act,SR-BI HDL uptake,HTR5A ag,HTR5A inv ctr
CC1CCN(S(=O)(=O)c2ccc3c(c2)N(CC(=O)NCCCN2CCCCC2)C(=O)CS3)CC1,-2,-7,-2,4,0.8,1,9,6,0,0
C(/C=C/c1ccco1)=N/N1CCN(c2ccccc2)CC1,3,4,·,-11,-0.6,5,113*,-15,0,8
O=C(CN1C(=O)S/C(=C/c2cccnc2)C1=O)N1CCOCC1,19,7,-1,-1,0.4,-1,11,-22,-5,16
COc1ccc(C2N(C(=O)N3CCOCC3)CCN2S(=O)(=O)c2ccc(C)cc2)cc1 (centres undefined),-1,-10,-3,-18,-1.8,2,-1,-9,-1,7
Cc1nnc(NC(=O)CC(NC(=O)C(F)(F)F)c2ccccc2)s1 (centres undefined),-2,0,-6,-11,-4.4,5,4,-9,2,-6
Cc1ccc(Nc2ncccc2C(=O)O)cc1C,·,0,6,-10,-0.5,0,1,8,-1,3
Cc1ccc(C)c(NC(=O)C2C(c3ccccc3)C2(Cl)Cl)c1 (centres undefined),-1,-13,·,0,-1.7,-2,0,2,4,20
Cc1n[nH]c(=S)n1/N=C/c1ccc(-c2ccccc2[N+](=O)[O-])o1,6,-6,0,6,0.2,-4,·,13,-4,-12
Cc1cc(C(=O)Nc2c(C)nn(Cc3c(Cl)cccc3Cl)c2C)no1,4,-3,5,3,-0.7,3,-5,1,3,-11
CC(=O)Nc1ccc(S(=O)(=O)N2C3CCCC2CC(NC(=O)C2CCCCC2)C3)cc1 (centres undefined),0,0,-3,-5,0.0,0,·,5,-3,7
O=C(Nc1c(C(=O)Nc2ccccc2)cnn1-c1ccccc1)c1ccco1,1,-7,-3,-15,0.4,2,-10,-1,1,19
CN1CCN(C(c2ccccc2)c2ccc(Cl)cc2)CC1 (centres undefined),·,-4,3,12,0.4,-2,17,-22,2,-5
Nc1ccc(S(=O)(=O)Nc2nccc(/C=C/c3ccc([N+](=O)[O-])cc3)n2)cc1,4,-3,-5,-13,-1.6,0,-5,·,2,-4
CC(=O)Oc1ccc2c3c(c(=O)oc2c1)CCCC3,21,3,-2,-9,2.4,-2,10,-5,2,-8
CN(Cc1ccccc1F)C(=O)c1cccc(NC(=O)CC2SC(N3CCCCC3)=NC2=O)c1 (centres undefined),4,-12,-2,4,0.4,4,-22,22,1,-3
CCOC(=O)CC(NC(=O)c1cccc2c1C(=O)N(Cc1cccnc1)C2)c1ccc(OCC)c(OC)c1 (centres undefined),1,-2,-5,-14,0.1,-2,-13,-13,2,-6
COc1cc(C(=O)NCC(C)C)c([N+](=O)[O-])cc1OC,1,-8,·,-11,-1.0,6,-12,-4,5,21
COc1ccccc1OCC(=O)N1CCN(S(=O)(=O)c2ccc(Cl)cc2)CC1,0,-8,-5,-5,-0.6,6,12,26,-5,12
CCN1CCN(CC(=O)Nc2cc(S(=O)(=O)N(CC)c3ccccc3)ccc2Cl)CC1,7,-4,-4,8,-1.1,-1,3,12,0,-1
Cc1ccc2c(c1)nnn2C1CCN(CC(=O)NCc2ccccc2F)CC1,-1,-9,-2,-8,1.1,-1,-10,·,-1,3
Cc1nc2sc(C(c3ccc(Cl)cc3)N3CCN(C(=O)c4ccco4)CC3)c(O)n2n1 (centres undefined),0,-3,-5,-15,-1.2,1,2,9,1,-14
CCCC1(CCC)NC(=O)N(CC(=O)c2cc(C)n(-c3ccc4c(c3)OCO4)c2C)C1=O,2,10,·,-14,0.1,6,17,-5,5,6
CC(SCc1ccccc1)C(=O)N/N=C/c1ccc2c(c1)OCO2 (centres undefined),5,1,·,-6,-0.6,3,-1,-20,4,-27
CCCNC(=O)c1cccc(Cn2nc(C)c(Br)c2C)c1,5,-11,-3,-13,0.4,6,-7,61,1,-22
CCOc1ccccc1/C=N/NC(=O)c1c(C)nc2ccc(Br)cn12,16,-3,-1,-7,1.2,-3,7,66,0,0

# As entered above:
# Result for `Cc1n[nH]c(=S)n1/N=C/c1ccc(-c2ccccc2[N+](=O)[O-])o1` in SR-BI HDL uptake: 13
# Result for `CCOc1ccccc1/C=N/NC(=O)c1c(C)nc2ccc(Br)cn12` in MITF act: 7

# (continued)
SMILES,NSD2 inh,dFosB activator,Wnt act,PvdQ inh,CDK5 p35 inh,V-ATPase pH,MITF act,SR-BI HDL uptake,HTR5A ag,HTR5A inv ctr
N#C/C(=N\Nc1cccc(C(F)(F)F)c1)C(=O)c1ccsc1,6,-10,12,-7,-2.0,-4,8,-20,5,-18
COC(=O)C(=O)Nc1nnc(COc2ccccc2)s1,-2,0,0,9,-0.4,0,0,4,-5,-1
C(=C/c1ccnc2nc(SC/C=C/c3ccccc3)nn12)/c1ccccc1,-6,-3,-8,14,-0.6,-3,·,0,5,7
COc1cccc2sc3ccc(C#CC4(N)CCCCC4)cc3c(=O)c12,·,-17,17,-17,-3.2,-5,10,41,7,-19
COc1cc2c(cc1OC)C(c1ccc(Cl)cc1)CC(=O)N2 (centres undefined),6,4,-1,2,0.6,0,·,27,-2,8
Cc1ccc(C(=O)O)cc1S(=O)(=O)N1CCCC1,-2,-7,10,-10,1.3,1,·,-3,0,11
CC(C)c1ccc(C(CC(=O)O)NC(=O)c2cccs2)cc1 (centres undefined),-4,-11,-2,-3,1.1,0,3,-30,4,-10

# Among those listed so far, 7 contain a furan ring, fused or not.
SMILES,NSD2 inh,dFosB activator,Wnt act,PvdQ inh,CDK5 p35 inh,V-ATPase pH,MITF act,SR-BI HDL uptake,HTR5A ag,HTR5A inv ctr
Cc1ccc(C(CC(=O)NCc2ccco2)c2ccccc2)c(O)c1 (centres undefined),10,-7,-3,-17,-4.2,-1,-13,-2,4,13
Cn1c(SCC(=O)NCc2ccco2)nnc1-c1ccccc1,1,-6,·,-16,0.2,-3,-1,-11,2,14
CN1C(=O)/C(=C/c2ccco2)SC1=Nc1ccc(N2CCOCC2)cc1,3,2,2,8,-1.6,3,5,9,4,1
C(/C=C/c1ccco1)=N/N1CCN(c2ccccc2)CC1,3,4,·,-11,-0.6,5,113*,-15,0,8
Cc1n[nH]c(=S)n1/N=C/c1ccc(-c2ccccc2[N+](=O)[O-])o1,6,-6,0,6,0.2,-4,·,13,-4,-12
O=C(Nc1c(C(=O)Nc2ccccc2)cnn1-c1ccccc1)c1ccco1,1,-7,-3,-15,0.4,2,-10,-1,1,19
Cc1nc2sc(C(c3ccc(Cl)cc3)N3CCN(C(=O)c4ccco4)CC3)c(O)n2n1 (centres undefined),0,-3,-5,-15,-1.2,1,2,9,1,-14
